CHO-K1 Ca antag = nonselective inhibitor or artifact in parental CHO-K1 cells; hit rate 0.6% among 360,000; inhibition, % at 3 µM; ATP-induced calcium, Fluo-8 fluorescence;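 active means inhibition above a per-plate cutoff, the plate's mean sample inhibition plus 3 SD, cut at about 24% in these data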;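 further: 0% = DMSO plus EC80 ATP and 100% = DMSO alone without ATP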
CHO-K1 Ca PAM = counter-screen for M1 PAMs: effect in parental CHO-K1 cells; ATP EC20, Fluo-8 calcium fluorescence; 0% at ATP EC20, 100% at ATP max; activation, % at 3 µM; hit rate 0.02% among 360,000; AID 602247;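 active means activation above the run cutoff, the mean activation of all test compounds plus 3 SD, cut at about 40% in these data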;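 further: peak over basal fluorescence ratio in a 140 s read after ATP addition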
CHO parental Ca = signal in parental CHO cells, OX1R antagonist counter-screen. inhibition, % at 5.6 µM. hit rate 0.63% among 330,000. parental CHO-K1, ATP-induced calcium, Fluo-8 fluorescence;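 active means inhibition above that plate's mean sample inhibition plus 3 SD, cut at about 26% in these data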;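 further: 0% = ATP-challenged DMSO wells and 100% = DMSO wells without ATP; some compounds past the cut are filed as inactive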
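test system = CHO parental line | reagent = ATP stimulus | measured by = intracellular calcium via Fluo-8 no-wash fluorescent dye | control set = ATP and no-ATP DMSO wells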
V1aR counter = counter-screen for oxytocin receptor agonists: human V1a receptor agonists. P37288. CHO-V1R cells, Fluo-8 calcium fluorescence, agonist mode; 0% DMSO, 100% 3 nM vasopressin. activation, % at 3 µM. hit rate 0.25% among 320,000;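 active means activation above the mean activation of all tested compounds plus 3 SD, per screening run, cut at about 20% in these data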;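 further: signal is peak over basal fluorescence ratio across a 100 second FLIPR read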
Target sequence (P37288 whole entry, looked up): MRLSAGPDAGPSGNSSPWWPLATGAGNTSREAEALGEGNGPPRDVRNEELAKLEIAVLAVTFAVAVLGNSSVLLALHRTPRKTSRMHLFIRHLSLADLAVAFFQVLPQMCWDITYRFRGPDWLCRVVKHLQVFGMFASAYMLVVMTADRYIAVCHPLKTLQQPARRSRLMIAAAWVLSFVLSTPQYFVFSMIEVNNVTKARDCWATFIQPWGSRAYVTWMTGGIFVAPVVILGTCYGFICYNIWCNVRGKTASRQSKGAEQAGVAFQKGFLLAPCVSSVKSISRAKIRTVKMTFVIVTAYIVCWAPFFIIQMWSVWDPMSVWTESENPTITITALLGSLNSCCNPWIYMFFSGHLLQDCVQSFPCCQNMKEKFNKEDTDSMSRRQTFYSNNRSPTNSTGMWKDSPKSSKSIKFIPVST
M1 ag parental = counter-screen for M1 agonists: effect in parental CHO-K1 cells | activation, % at 3 µM | Fluo-8 calcium fluorescence; scaled to maximal ATP response, vehicle zero | hit rate 0.48% among 360,000; in the data active means activation above about 15%;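 further: untransfected CHO-K1 host cells lacking M1 receptor as counterscreen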
OXTR potentiator = potentiators of human oxytocin receptor; hit rate 0.061% among 320,000; AID 2445; activation, % at 3 µM; CHO-OTR cells, Fluo-8 calcium fluorescence, potentiator mode; 0% = oxytocin EC15, 100% = EC100;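 active means activation above that plate's cutoff, the mean activation of tested compounds plus 3 SD, cut at about 6.6% in these data, passing the limit was not always enough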;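 further: 100% uses oxytocin at 75 nM as the full agonist control; some results filed as inactive read as strong as hits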
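Measured by – Fluo-8 calcium dye fluorescence · Test system – human OTR in CHO cells · Dosing – one concentration, 3.0 µM compound · Controls – EC15 oxytocin alone as 0%, 75 nM oxytocin as 100% · Evaluation – normalized max/min fluorescence ratio, % activation · Timing – 6 min pre-incubation, 100 s read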
TAAR1 ag = agonists of human TAAR1; CHO RD-HGA16 TAAR1, Fluo-8 calcium fluorescence; vehicle wells 0%, saturating PEA agonist 100%; activation, % at 3 µM; hit rate 0.99% among 360,000;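 active means activation above the mean activation of all test compounds in the run plus 3 SD, cut at about 38% in these data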
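System: CHO RD-HGA16 cells carrying human TAAR1 plus Gα16; Incubation: 17-24 h seeding, 75 min 37 °C dye, 30 min RT; Measured by: Fluo-8 fluorescence, 5 s baseline then 140 s kinetic read; Control set: DMSO and PEA EC100; Replication: single well for each compound.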
TAAR1 antagonist = human TAAR1 antagonism; Q96RJ0; inhibition, % at 3 µM; AID 624466; CHO RD-HGA16 TAAR1, Fluo-8 calcium fluorescence, antagonist; hit rate 1.5% among 360,000;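 active means inhibition above a per-plate cutoff, the mean inhibition of test compounds on that plate plus 3 SD, cut at about 49% in these data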;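 further: 0% = DMSO plus EC80 beta-PEA response and 100% = DMSO alone without agonist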
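System: CHO RD-HGA16 cells bearing hTAAR1. Reagent: EC80 β-phenethylamine stimulus. Schedule: seeding 17-24 h prior, 75-min 37 °C, 30-min RT dye loading. Signal: Fluo-8 intracellular calcium dye fluorescence, real-time kinetic reads. Read-out: % inhibition from peak post-agonist over basal fluorescence ratio. Benchmarks: vehicle wells and EC80 agonist wells. Replicates: n of 1.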
CHRM1 agonist = human M1 muscarinic receptor agonism. hit rate 0.33% among 360,000. AID 588814. CHO-K1 hM1, Fluo-8 calcium fluorescence, agonist mode; 0% DMSO, 100% acetylcholine EC100. P11229. activation, % at 3 µM;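 active means activation above the run's mean compound activation plus 3 SD, cut at about 16% in these data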;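 further: peak over basal fluorescence ratio within a 140 s kinetic read after compound addition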
Target sequence (P11229 whole entry, looked up): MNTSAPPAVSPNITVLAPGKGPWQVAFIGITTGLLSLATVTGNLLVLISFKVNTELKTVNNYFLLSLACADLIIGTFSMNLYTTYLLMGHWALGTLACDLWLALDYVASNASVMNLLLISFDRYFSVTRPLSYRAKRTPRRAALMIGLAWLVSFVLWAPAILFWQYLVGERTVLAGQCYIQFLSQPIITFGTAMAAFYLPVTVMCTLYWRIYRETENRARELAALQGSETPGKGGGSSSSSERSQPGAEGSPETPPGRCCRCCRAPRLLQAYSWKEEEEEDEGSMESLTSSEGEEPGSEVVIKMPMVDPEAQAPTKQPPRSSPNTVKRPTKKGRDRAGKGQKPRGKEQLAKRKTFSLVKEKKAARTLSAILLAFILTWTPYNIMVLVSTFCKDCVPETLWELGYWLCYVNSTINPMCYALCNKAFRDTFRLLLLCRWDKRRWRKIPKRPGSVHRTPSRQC
* marks the source's active call; other numbers are inactive results; . = not tested or not shown.

SMILES	CHO-K1 Ca antag	CHO-K1 Ca PAM	CHO parental Ca	V1aR counter	M1 ag parental	OXTR potentiator	TAAR1 ag	TAAR1 antagonist	CHRM1 agonist
Cc1cc(C)cc(C(=O)NCC(=O)OCc2c(C)noc2C)c1	9.1	-6.9	-11.5	-0.6	0.3	4.1	1.1	-13.2	-4.9
COCc1nc2ccccc2n1CCc1ccccc1	26.4*	-10.1	-3.0	-0.1	-0.1	-0.4	-0.3	2.8	1.1
Cc1cccc(C)c1NC(=O)CN(C)C(=O)CC1CC2CCC1C2 (configuration not stated)	-13.0	-2.5	-15.0	-0.1	0.6	-1.6	0.9	-5.9	-2.9
CC(=O)Nc1nonc1NC(=O)c1ccc(F)cc1	-5.2	9.3	-6.0	1.9	0.2	-12.5	18.9	8.5	-2.6
COc1ccccc1NC(=O)CSc1nnc(Cn2nnc(-c3ccccc3)n2)n1-c1ccccc1	-4.9	17.4	-7.9	3.9	3.8	-22.3	11.2	44.0	-1.5
CCOC(=O)c1nnn(-c2nonc2N)c1COc1cc(C)c(Cl)c(C)c1	-2.2	10.6	-13.6	0.7	0.1	-17.9	10.1	24.8	-2.1
Cc1ccc(-c2nc(C)sc2CC(=O)Nc2nnc(C)s2)cc1	7.2	-11.5	-21.2	4.7	-0.2	-11.8	11.8	-20.5	3.2
CCOC(=O)C1CCCN(C2CC(=O)N(c3ccc(C)cc3)C2=O)C1 (configuration not stated)	-20.9	11.4	4.9	0.2	0.2	-4.7	1.1	-19.4	20.1*
CCCCn1c(-c2nn(C)c(C)c2Cl)n[nH]c1=S	-8.0	13.3	-8.7	0.2	0.0	-2.0	-3.2	-19.0	-3.9
COc1ccccc1NC(=O)CNC(=O)Cn1c(C)cc2ccccc2c1=O	-10.3	1.8	-7.5	-0.2	1.6	1.6	0.4	7.6	0.5
CC1CCCC(NC(=O)COC(=O)c2ccc(S(=O)(=O)N3CCOCC3)cc2)C1C (configuration not stated)	-2.6	3.6	-7.9	3.5	0.9	-8.5	0.5	14.5	-3.5
Cn1nc(C(=O)N2CCCCC2)c2c1-c1ccccc1S(=O)(=O)C2	-1.7	2.7	-2.6	1.1	4.5	-5.5	2.4	-14.9	-1.4
O=C(NCc1cccnc1)c1ccc(CS(=O)(=O)c2ccc(Cl)cc2)o1	-5.0	14.5	-9.8	4.3	1.8	-20.6	-0.5	-17.4	-2.8
COc1ccc(NC(=O)CSc2nccn2-c2ccccc2)cc1	7.7	-2.3	0.3	0.3	0.2	-3.1	7.0	0.3	-4.2
Cc1cc(NC(=O)COC(=O)[C@@H]2CCCN2C(=O)c2cccs2)no1	-26.7	27.7	.	.	0.9	.	0.5	10.5	-1.3
COc1ccc(CCNC(=O)c2ccc(=O)[nH]c2)cc1	-7.3	13.5	0.4	-0.1	0.4	0.9	6.2	13.0	-4.1
Cc1cc(C)c2c(=O)n(CC(=O)N3CCC(N4CCCCC4)CC3)sc2n1	1.8	14.1	-5.7	-0.6	1.1	-3.5	1.2	-36.7	14.2
CC(C)C[C@@]12C(=O)N(c3cccc(Cl)c3)C(=O)N1[C@H](c1ccc(Br)cc1)[C@@H]1C(=O)N(C(C)(C)C)C(=O)[C@@H]12	-8.5	3.7	-32.5	1.1	-0.1	-9.2	6.1	-8.8	-4.2
COc1ccc(OC)c(C(C)NC(=S)NC2CCCCC2)c1 (configuration not stated)	-6.0	14.3	.	.	0.3	.	1.7	-8.7	-5.3
O=c1c2ccccc2nc2n1CCS2	-9.6	10.3	-1.2	0.3	0.0	-2.9	9.8	9.1	-7.9
COc1ccc(NC(=O)CN(C)C(=O)c2ccc(NS(=O)(=O)c3ccc(F)cc3)cc2)cc1	-3.5	3.2	5.5	-1.1	0.3	-5.6	10.7	-15.5	-1.9
Nc1sc2c(c1C(=O)NC1CCS(=O)(=O)C1)CCC2 (configuration not stated)	-8.5	16.4	-0.9	1.5	0.6	-4.9	.	.	-2.4
COc1ccc2c(c1)CCC/C2=N\OC(=O)c1ccccc1F	-1.6	4.8	-17.2	-0.8	1.8	-7.8	0.7	-3.1	-4.7
O=C1CCCC2=C1C(c1ccc(OS(=O)(=O)c3ccc(Cl)cc3)cc1)C1=C(CCCC1=O)O2	-10.1	6.8	-9.6	0.0	0.5	1.7	6.5	-1.2	-4.3
CC(C)CCNC(=O)CN(CC1CCCO1)C(=O)CCC(=O)Nc1nccs1 (configuration not stated)	-11.8	21.0	-12.6	0.2	0.0	-5.3	9.6	0.0	0.8
O=C(COC(=O)CCCNC(=O)c1ccc(Cl)cc1)Nc1ccc(Br)cc1	-3.0	11.9	-6.6	6.0	0.2	-0.8	14.7	-4.0	-2.8
Cc1ccc(C(=O)N2CCC(C(=O)c3ccc(F)cc3)CC2)cc1	-1.5	-7.8	.	.	1.5	.	-1.1	-5.2	-1.6
O=C(Nc1cccc(S(=O)(=O)N2CCCC2)c1)c1cccnc1	1.2	14.0	-0.1	0.3	0.4	-5.5	0.9	-4.3	-2.7
CC(=O)N1CCc2cc(NC(=O)C3(C)CCN3Cc3ccc(C(C)C)cc3)ccc21 (configuration not stated)	-5.0	13.6	.	.	5.3	.	2.2	29.3	-6.1
COc1cc(C2C(C(=O)c3ccco3)=C(O)C(=O)N2Cc2cccnc2)cc(OC)c1OC (configuration not stated)	-19.1	13.8	-1.9	0.2	0.0	0.9	.	.	0.6
Cc1c(C(C)CCCO)oc(=O)c2c1Oc1c(C)c(C(C)C[C@H](C)O)oc(=O)c1C2 (some centres not stated)	-7.6	12.8	-6.6	1.0	0.3	0.7	3.0	3.0	-3.1
CCC(=O)N1CCC2(CC1)Oc1ccc(Cl)cc1C(=O)C21CC(c2ccccc2)=NO1 (configuration not stated)	-6.8	-4.1	-6.1	1.6	1.7	5.6	24.9	53.9*	-2.5
O=C(c1ccc(Cl)cc1)C1CCN(Cc2ccccc2)CC1	-1.6	-9.5	-22.1	3.9	0.4	-6.3	-0.6	-24.1	-9.8
CCOC(=O)c1c(C)[nH]c(N=Nc2ccccc2Cl)c1C	-16.9	18.4	-29.4	-1.2	-0.3	-5.7	-1.2	-39.9	-4.4
CC(C)OCCCNC(=O)CN1C(=O)c2cccc3cccc1c23	-3.2	-4.1	-6.3	0.5	0.3	1.6	5.5	-1.5	1.1
COc1ccc(OC)c(NC(=O)CCC(=O)Oc2ccc(C)cc2)c1	-2.4	11.4	-5.3	-0.3	1.0	-4.5	0.1	-1.6	-4.8

Reprinted from the part before: 2 entries; new compounds follow.
SMILES	CHO-K1 Ca antag	CHO-K1 Ca PAM	CHO parental Ca	V1aR counter	M1 ag parental	OXTR potentiator	TAAR1 ag	TAAR1 antagonist	CHRM1 agonist
CC(C)OCCCNC(=O)CN1C(=O)c2cccc3cccc1c23	-3.2	-4.1	-6.3	0.5	0.3	1.6	5.5	-1.5	1.1
COc1ccc(OC)c(NC(=O)CCC(=O)Oc2ccc(C)cc2)c1	-2.4	11.4	-5.3	-0.3	1.0	-4.5	0.1	-1.6	-4.8
COc1ccc(Br)cc1S(=O)(=O)NCc1ccccc1	-4.3	19.2	-5.9	2.1	1.0	-4.2	4.7	10.6	-1.1
COc1ccc(CCNC(=O)C2C3CCC(C3)C2C(=O)O)cc1OC (configuration not stated)	-16.1	7.6	-5.7	-0.3	0.5	-8.5	22.1	-15.9	-3.5
O=C(Nc1cccc(-n2cnnn2)c1)c1ccccc1Br	-11.3	-1.7	-12.2	3.3	1.5	-8.0	-0.7	-20.4	-3.1
Cc1cc(=O)oc(C)c1C(=O)O	11.8	-8.1	-2.0	0.1	0.2	1.0	1.1	12.9	-3.4
O=c1nc(N/N=C/C=C/c2ccccc2)cn[nH]1	-6.3	10.0	0.7	-0.4	0.6	3.5	-0.7	-10.9	0.2
COCCOC(=O)/C(=C/c1ccc(OC(=O)c2ccccc2)cc1)C(C)=O	3.9	-3.1	5.4	-0.1	0.5	1.2	.	.	-2.2
O=C(CCN1CCN(c2ccccc2F)CC1)Nc1ccc(F)cc1	-0.3	-1.1	-15.5	0.8	0.3	-7.6	2.5	-7.3	-4.1
CCN(CC(=O)NCc1cccs1)C(=O)c1cc(S(=O)(=O)N2CCOCC2)ccc1C	3.1	14.6	-10.8	-1.7	0.2	4.0	0.2	-0.6	-1.0
COc1cccc2cc(C(=O)N3CCN(c4ccccn4)CC3)c(=O)oc12	-18.2	20.2	-11.3	0.2	0.6	3.1	1.1	-13.2	-4.8
C[C@H]1CNC(=O)c2c(C(=O)N3CCN(C(=O)OC(C)(C)C)CC3)ncn21	17.2	-2.1	.	.	0.6	.	0.0	11.9	-0.9
CC(=O)N1CCN(c2ccccc2NC(=O)c2ccc(Br)o2)CC1	-2.6	-12.8	-36.8	-0.5	1.2	-5.9	0.5	-19.6	-2.7
CCOc1ccccc1C(=O)Oc1cc(C)[nH]c(=O)c1[N+](=O)[O-]	1.7	2.5	3.7	0.3	0.0	-5.9	2.1	-6.2	0.9
O=C(CSc1nnnn1-c1ccccc1)N1CCc2ccccc21	-13.2	-8.6	-8.6	-1.3	-0.1	-7.5	16.8	14.0	-4.2
Cc1ccc(C(=O)NCC(=O)Nc2ccncc2)cc1	-2.0	14.2	-10.5	1.5	9.4	-3.0	2.2	-11.2	5.9
CCCSc1oc(-c2ccco2)nc1S(=O)(=O)c1ccc(C)cc1	5.0	4.2	9.1	0.2	-0.6	-9.9	-3.7	24.9	-7.0
Cc1cc(C)n(CC(=O)c2ccc(Br)cc2)c(=O)c1C#N	-3.2	8.7	-30.7	0.1	1.0	-6.2	1.9	20.0	-7.8
Cc1cccn2c(=O)c3cc(C(=O)NCC4CCCO4)c(=N)n(CC4CCCO4)c3nc12 (configuration not stated)	-13.4	-2.0	-15.7	0.3	-0.5	-1.0	-2.7	-10.4	-11.9
Cc1cc(NC(=O)CSc2nc3c(c(=O)n2-c2ccc(Br)cc2)SCC3)no1	-16.6	20.0	-13.4	-1.2	-0.8	-1.7	-2.8	-7.6	-4.4
CCCN(C(=O)c1ccccc1Cc1ccccc1)C1CCS(=O)(=O)C1 (configuration not stated)	-2.9	-15.5	-11.0	-0.2	0.1	-4.0	-0.4	-3.9	0.5
COc1cccc(S(=O)(=O)NCc2ccc(C(=O)N3CCN(Cc4ccccc4)CC3)cc2)c1	13.6	-22.9	-3.3	6.1	1.6	-9.5	3.8	-14.4	-3.2
O=C(Cc1ccc([N+](=O)[O-])cc1)NNC(=O)c1ccc2c(c1)OCO2	-5.2	15.2	.	.	1.4	.	1.6	-28.5	-2.8

Compound activity (PubChem BioAssay)
